phage Ecoli inh: growth loss of phage-infected E. coli, primary screen, RecBCD inhibitor project, absorbance, with phage, HTS; inhibition, % at 11.9 µM; 0.26% of 360,000 active; in the data active means inhibition above about 11%
PKA-R2B activ: activators of PKA-R2B holoenzyme, primary screen, biochemical, fluorescence polarization, Cy5-IP20, human | PKA-R2B holoenzyme dissociation; R2B truncated from residue 108, S112A mutant; 0% DMSO only, 100% 113 µM cGMP | activation, % at 11.4 µM | cAMP-dependent protein kinase catalytic subunit beta (Homo sapiens) + cAMP-dependent … | 0.079% of 340,000 active | AID 504700, 2011;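 active means activation above a cutoff set at the mean over all compounds plus 3 SD, cut at about 18% in these data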;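 further: higher means more holoenzyme dissociation and a rise in polarization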
CDK5 p35 inh: inhibitors of human CDK5/p35 kinase, primary screen, biochemical, single concentration; Cyclin-dependent kinase 5 (Homo sapiens) + Cyclin-dependent kinase 5 activator 1 (Homo …; Recombinant CDK5/p35, ADP-Glo luminescence, 60 min; inhibition, % at 10 µM; 0.01% of 330,000 active;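 active means highest replicate inhibition of at least 50% and at least 75% of replicates reaching 50%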;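 further: plate controls were DMSO neutral control for no effect and GW8510 at 10 µM for full effect; many of its hits are not listed in these tables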
PKA-R1A activ: activators of PKA-R1A holoenzyme, primary screen, biochemical, fluorescence polarization, Cy5-IP20, bovine R1A, mouse PKAc; cAMP-dependent protein kinase type I-alpha regulatory subunit (Bos taurus) + …; PKA-R1A dissociation; scaled: DMSO 0%, 113 µM cGMP 100%; activation, % at 11.4 µM; 0.083% of 340,000 active; AID 504707, 2011;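 active means percent activation above the mean of all tested compounds plus 3 SD, cut at about 19% in these data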;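 further: higher means more PKAc released from R1A so a rise in polarization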
DAGLB inhibitor: DAGLB lipase inhibitors, primary screen, biochemical, fluorescence, HTS; HEK293T DAGLB membrane lysate, EnzChek fluorogenic substrate; inhibition, % at 5.17 µM; 0.059% of 340,000 active; AID 504411, 2011; in the data active means inhibition above about 34%;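 further: 0% = enzyme with vehicle and 100% = wells lacking enzyme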
Target sequence (Q8NCG7 whole entry, looked up): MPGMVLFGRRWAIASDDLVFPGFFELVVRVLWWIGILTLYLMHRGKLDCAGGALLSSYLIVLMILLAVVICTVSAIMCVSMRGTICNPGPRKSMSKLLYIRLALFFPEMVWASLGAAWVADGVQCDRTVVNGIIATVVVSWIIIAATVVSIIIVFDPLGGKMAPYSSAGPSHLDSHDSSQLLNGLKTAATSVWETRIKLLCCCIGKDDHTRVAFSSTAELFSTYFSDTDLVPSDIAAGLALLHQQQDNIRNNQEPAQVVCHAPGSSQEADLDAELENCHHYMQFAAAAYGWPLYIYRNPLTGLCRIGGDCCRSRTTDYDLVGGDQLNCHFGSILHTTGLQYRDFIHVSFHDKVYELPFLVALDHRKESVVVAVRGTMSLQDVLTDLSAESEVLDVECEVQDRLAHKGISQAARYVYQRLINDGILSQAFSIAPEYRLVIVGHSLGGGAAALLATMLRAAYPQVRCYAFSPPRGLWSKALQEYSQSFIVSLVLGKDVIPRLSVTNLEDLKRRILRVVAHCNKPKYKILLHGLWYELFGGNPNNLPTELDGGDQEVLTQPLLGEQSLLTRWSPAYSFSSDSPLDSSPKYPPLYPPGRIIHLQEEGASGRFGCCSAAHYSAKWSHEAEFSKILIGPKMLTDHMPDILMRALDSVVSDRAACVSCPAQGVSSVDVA
E coli growth: E. coli V3065 growth inhibition, primary screen, counter-screen for AddAB inhibitor project, absorbance, OD600. inhibition, % at 11.9 µM. 0.27% of 330,000 active. 18 h;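 active means inhibition above the campaign's mean inhibition across all tested compounds plus 3 SD, cut at about 9.9% in these data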;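 further: uninfected addAB+ strain grown without phage in ampicillin broth; 0% = DMSO wells and 100% = ciprofloxacin 0.95 µg/ml wells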
HTR5A inv ctr: HTR5A inverse agonists in luminescence cell assay, primary screen, counter-screen for OPRM1-OPRD1 heterodimer inverse agonist project, full-deck HTS. 5-hydroxytryptamine receptor 5A (Homo sapiens), P47898. HTR5A cell line, inverse agonism. inhibition, % at 9.3 µM. 0.083% of 340,000 active. AID 504634, 2011; in the data active means inhibition mostly above about 23%, no sharp cut-off; inactive means mostly below about 18%;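 further: 0% = cells with DMSO and 100% = no-cell wells with DMSO; some compounds called inactive have numbers as strong as hits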
HTR5A ag: HTR5A agonists in luminescence cell assay, primary screen, counter-screen for OPRM1-OPRD1 heterodimer agonist project, full-deck HTS; cell-based; 5-hydroxytryptamine receptor 5A (Homo sapiens), P47898; 0.61% of 340,000 active; activation, % at 9.3 µM; in the data active means activation mostly above about 9.5%, no sharp cut-off; inactive means mostly below about 7.6%;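 further: 0% = cells with vehicle only and 100% = reference agonist; strong numbers were not always called active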
AddAB inh: growth inhibition of E. coli expressing H. pylori AddAB, primary screen, AddAB inhibitor project, absorbance; inhibition, % at 11.9 µM; AID 435030, 2010; 0.29% of 330,000 active; in the data active means inhibition above about 12%;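 further: 0% = vehicle wells of infected cells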
SUMO Mot1 rescue: yeast Mot1-301 growth rescue at high temperature, primary screen, SUMOylation pathway inhibitor project, S. cerevisiae, ATP luminescence, 38.5C; S. cerevisiae Mot1-301 growth rescue; percent above DMSO median, 100 means doubled; growth rescue, % at 18.8 µM; 1% of 320,000 active;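 active means every valid replicate shows activation above 250% relative to neutral control wells; inactive means the rest, any valid replicate at or below 250%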;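 further: OY570 slx delta 5 strain wells were the positive control but not used for scaling; some compounds called inactive have numbers as strong as hits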
Tat export inh: E. coli Tat export inhibitors, primary screen, MC4100, TorA-mCherry reporter, fluorescence, single point | inhibition, % at 10 µM | 0.036% of 340,000 active | AID 488895, 2010;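 active means mean replicate inhibition at least 50% and at least half of replicates individually reaching 50%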;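 further: exported cargo escapes ClpAP degradation while cytoplasmic cargo is degraded and loses fluorescence; 0% = median of neutral control wells and 100% = median of NaSCN control wells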
Starred values were filed as active, the others as inactive; . = no result given.

Value order – phage Ecoli inh	PKA-R2B activ	CDK5 p35 inh	PKA-R1A activ	DAGLB inhibitor	E coli growth	HTR5A inv ctr	HTR5A ag	AddAB inh	SUMO Mot1 rescue	Tat export inh
> CCOc1ccccc1NC(=O)c1ccccc1-c1ccccc1
 : 0.5	6	0.0	-8	-4	0.8	1	7	0.2	-8	-14
> Cc1nn(CC(=O)Nc2cc(S(=O)(=O)N3CCOCC3)ccc2Cl)c(C)c1[N+](=O)[O-]
 : 1.5	-11	-0.4	-2	-1	-1.1	18	-2	3.0	6	4
> Cn1nnnc1SCCNCc1ccccc1OCc1ccc(F)cc1
 : 3.3	-2	-2.6	-2	3	-0.3	2	-1	0.7	0	2
> COc1ccc(CCNC(=O)C(C(=O)c2ccccc2)n2ccccc2=O)cc1OC (stereo unspecified)
 : 0.9	-2	0.9	-13	-1	2.7	2	9	3.4	346	-2
> O=C(/C=C/c1cccs1)Nc1scc(-c2ccccc2)c1C(=O)O
 : -4.0	8	-3.5	6	15	.	12	-5	.	.	1
> CCC1CCCCN1C(=S)NC1CCCCC1 (stereo unspecified)
 : 3.2	2	-0.5	-9	0	-0.3	8	-1	-0.9	32	-4
> COC(=O)[C@@H](NC(=O)NCc1ccco1)C(C)C
 : 4.1	-1	-1.6	-3	0	0.7	-5	-3	0.4	2	0
> Cc1ccc(CNCC2CCCO2)s1 (stereo unspecified)
 : 2.4	-2	1.2	-6	2	0.9	26	-2	0.2	.	-6
> COc1ccccc1NC(=O)N1CCCC(c2nc3c(nnn3Cc3ccc(C)cc3)c(=O)[nH]2)C1 (stereo unspecified)
 : .	2	0.2	0	-3	-3.9	-8	3	0.5	.	1
> Cc1ccc(C(=O)NCC(=O)OCC(=O)NCC(F)(F)F)cc1
 : 1.6	-6	-2.2	4	0	0.1	4	-1	-0.5	5	-4
> CC(=O)N1CCN(c2ccc(NC(=O)c3ccc(C)c([N+](=O)[O-])c3)cc2)CC1
 : -2.3	8	1.5	9	-3	0.2	-18	3	4.7	124	-1
> Cn1c(SCC(=O)NCc2ccc3c(c2)OCO3)nnc1-c1cc2ccccc2cc1O
 : 3.7	-7	0.3	-5	0	0.6	-16	6	0.9	11	2
> CCCN(CCC)CC(=O)N1CC(=O)Nc2ccccc21
 : 2.8	7	-0.6	7	-4	1.0	-4	1	-0.3	7	6
> CCOc1ccc(CC(=O)Nc2c(C(N)=O)oc3ccc(Br)cc23)cc1OCC
 : 3.1	-15	-2.2	-2	1	2.4	-11	4	-1.6	-2	-7
> O=C(Oc1ccc(Br)cc1)C1CC(=O)N(c2ccc(F)cc2)C1 (stereo unspecified)
 : 2.4	-12	-0.4	-7	-2	0.7	-15	6	-0.4	1	-4
> COc1ccc2[nH]c(C)c(CN3CCCCC3)c(=O)c2c1
 : 3.0	0	-0.3	6	-1	0.3	-5	1	1.4	3	-3
> CCOC(=O)Cc1nnc(NC(=O)C(CC)Sc2nc(C)cc(C)n2)s1 (stereo unspecified)
 : 2.1	-15	-1.6	0	-2	-2.2	-19	7	2.3	-16	-10
> CCOc1ccccc1C(=O)Nc1cc(OC)ccc1OC
 : 0.4	2	-4.2	-14	-3	-1.8	-8	4	-0.9	92	20
> COc1ccc(CNc2ccncc2)c(OC)c1OC
 : 3.1	-9	0.8	-6	-1	.	-17	4	.	.	-5
> CCc1c(C)sc(NC(=O)CSc2nc3c(c(C(F)(F)F)n2)CCc2ccccc2-3)c1C#N
 : -0.4	3	-0.2	6	0	-0.1	4	-1	0.6	0	-2
> C=CCN(CC=C)CCOc1cccc2ccccc12
 : 0.9	-11	1.4	-9	-6	-0.1	-1	0	2.2	13	-1
> CC(C)N(CCCNC(=O)c1ccc(N2CCCC2=O)cc1)Cc1ccccc1
 : 0.6	3	-3.2	-5	-3	0.2	-13	4	1.3	104	0
> CCn1c(C)nc2cc(C(=O)NNS(=O)(=O)c3ccc(C)cc3C)ccc21
 : 2.8	3	0.8	-7	0	1.0	4	-5	2.9	-4	-1
> O=C(c1ccco1)N1CCN(C2CC(=O)N(c3ccc(C(F)(F)F)cc3)C2=O)CC1 (stereo unspecified)
 : -2.3	3	-0.6	0	0	-0.3	-8	-2	2.7	4	-2
> CCOP(=O)(NC(c1ccccc1)c1nc2ccccc2[nH]c1=O)OCC (stereo unspecified)
 : 2.9	-10	0.8	3	-1	-0.5	-1	0	-1.0	-4	-1
> CC(O)CN(C)CC/C=C1/c2ccccc2CSc2ccccc21 (stereo unspecified)
 : 2.9	16	-1.2	-2	-1	0.7	-17	6	-0.3	-3	2
> Cc1cccc(NC(=O)CN(C)S(=O)(=O)c2cnc[nH]2)c1
 : 0.4	-3	0.8	-2	0	0.8	-34	-3	4.8	-7	-8
> Cc1ccc(NC(=O)C(OC(=O)c2ccccc2Cl)c2ccccc2)cc1Cl (stereo unspecified)
 : 2.8	2	-0.4	-17	-11	-0.7	-18	2	-0.7	5	0
> O=[N+]([O-])c1ccccc1/C=N/NC1=NS(=O)(=O)c2ccccc21
 : 3.4	1	-1.6	-6	1	-1.5	-30	5	-0.3	3	-1
> COC(=O)c1ccccc1NC(=S)N(Cc1ccc2c(c1)OCO2)Cc1cc2cc(OC)ccc2[nH]c1=O
 : 3.0	-13	0.5	9	6	0.1	10	-3	0.7	-4	5
> Cc1nn(Cc2ccc(C(=O)NN)o2)c(C)c1Cl
 : 2.4	1	-0.4	-5	-3	-0.4	-2	1	-3.0	-1	2
> Cc1sc(NC(=S)NC(=O)C2CCCCC2)c(C(N)=O)c1C
 : 2.3	-9	2.1	-6	-2	-1.9	-2	-1	0.5	5	-4
> Nc1nnc(Cc2ccc(F)cc2)s1
 : 2.5	-4	0.8	-15	-4	1.3	-16	0	1.8	-4	-13
> CCN1C(=O)/C(=C\c2ccc(-c3ccc([N+](=O)[O-])cc3OC)o2)SC1=Nc1cccc(C(=O)O)c1
 : 4.1	-7	-1.5	-16	16	.	-14	5	.	.	-2
> Cc1nn(C)c(Cl)c1CN1CCN(CC(C)C)C(CCO)C1 (stereo unspecified)
 : 3.3	-2	-0.9	7	-2	-0.5	-15	5	-0.1	1	-14
> O=C1c2ccccc2C(Nc2ccccc2)N1c1ccc(Cl)cn1 (stereo unspecified)
 : 2.6	-9	1.5	-5	-3	.	-5	2	.	.	2
> CC(C)[C@H](NC(=O)OCc1ccccc1)C(=O)OCC(=O)Nc1c(F)cccc1F
 : 2.6	-13	-1.3	1	-2	3.0	17	3	2.4	125	-4
> COc1cccc(C2=NOC(C(=O)NCc3cccs3)C2)c1 (stereo unspecified)
 : 2.2	3	-1.5	-12	-8	0.4	-14	5	2.9	-16	-1
> Cc1cc(OCC(=O)OCC(=O)c2ccc[nH]2)ccc1Cl
 : 2.9	-14	0.7	-2	-2	.	-3	2	.	.	-3
> Cc1ccc([N+](=O)[O-])cc1NC(=O)CN1CCCCC1
 : 2.9	-5	1.7	-3	-2	-1.8	-20	8	1.5	-7	6
> O=C(Nc1ccc(Cl)cc1)N1CCC(CO)(Cc2ccccc2)CC1
 : 3.3	-1	1.3	9	-5	2.9	8	-3	3.8	85	-7
> Cc1ccc(S(=O)(=O)N(C)c2ccc(OC(=O)CN3C(=O)NC4(CCCC4)C3=O)cc2)cc1
 : 0.1	5	0.1	5	2	-0.4	-2	1	2.8	24	7
> COc1cc(CN2C(=S)NC(C)(C)CC2(C)O)cc(OC)c1 (stereo unspecified)
 : 2.1	-12	-1.1	-2	-3	-1.2	7	-3	-0.2	16	-1
> N/C(Cc1ccc([N+](=O)[O-])cc1)=N\OC(=O)COc1ccc2ccccc2c1
 : 3.0	0	-0.7	-12	-7	-1.1	2	-1	-1.5	354	-8
> CCS(=O)(=O)CCSc1nc(C)cc(C)n1
 : 3.0	-2	3.1	6	2	2.0	1	-8	3.3	.	-4
> Cc1cc(/C=C(\C#N)C(=O)NC2CCCCCC2)c(C)[nH]1
 : 3.4	-21	0.3	0	1	-1.5	-15	1	0.6	57	-1
> COCCN(C(=O)c1snc(C(N)=O)c1N)C(C(=O)NC1CCCCC1)c1ccc(N(C)C)cc1 (stereo unspecified)
 : 2.6	-6	0.4	-5	-1	-0.6	0	0	2.3	20	-1
> COc1ccc(C(=O)CSc2nnc(-c3cc4ccccc4cc3O)n2Cc2ccco2)cc1
 : 0.2	-6	-2.8	-4	2	1.9	3	-1	-0.3	-4	-1
> COCCCNC(=O)C(=O)N/N=C/c1ccc(OCC(=O)Nc2cccc(Cl)c2C)c(OC)c1
 : 2.6	5	-0.2	0	-2	0.9	5	-2	2.4	.	-3
> CCCCNC(=O)N1CCc2ccccc2C1
 : 5.5	-1	0.0	-7	-1	2.1	9	-3	2.0	228	3
> O=S(=O)(Nc1ccccc1N1CCCCC1)c1cccs1
 : 0.1	-9	0.5	-3	-7	-3.1	-13	-2	-1.3	6	-7
> Cc1ccc(C(=O)NCC(=O)OCC(=O)Nc2ccc(Cl)cc2C(F)(F)F)cc1C
 : 3.6	-3	-0.5	-1	-5	1.4	22	0	0.7	6	-7
> c1nc(NCc2ccc3c(c2)OCO3)c2cc(-c3ccc4c(c3)OCCO4)ccc2n1
 : 3.3	8	-3.5	-6	0	1.7	-13	5	2.6	95	9
